Assay outcomes (PubChem BioAssay)
GPR151 ag = activates the human receptor GPR151; Q8TDV0; PathHunter beta-arrestin GPR151 cells, luminescence; activation, % at 11.2 µM; 650,000 tested, 1% active; in the data active means activation above about 4.9%;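 further: 0% = median of compound wells and 100% = cells with positive control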
Target sequence (Q8TDV0 whole entry, looked up): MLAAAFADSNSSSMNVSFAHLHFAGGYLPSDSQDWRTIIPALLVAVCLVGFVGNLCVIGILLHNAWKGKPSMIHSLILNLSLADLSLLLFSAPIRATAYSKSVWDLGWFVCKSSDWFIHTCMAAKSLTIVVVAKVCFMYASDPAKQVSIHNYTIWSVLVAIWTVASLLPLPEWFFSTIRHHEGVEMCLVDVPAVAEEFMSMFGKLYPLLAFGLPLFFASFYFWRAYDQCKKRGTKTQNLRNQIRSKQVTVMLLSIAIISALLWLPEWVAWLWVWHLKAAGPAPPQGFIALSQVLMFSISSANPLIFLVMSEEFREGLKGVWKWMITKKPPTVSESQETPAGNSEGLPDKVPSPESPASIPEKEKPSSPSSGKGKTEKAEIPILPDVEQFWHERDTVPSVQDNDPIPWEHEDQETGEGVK
MITF inh = blocks human microphthalmia-associated transcription factor. AID 1259374. inhibition, % at 2.6 µM. O75030. 650,000 tested, 0.91% active. AlphaScreen MITF homodimerization, bead proximity signal; in the data active means inhibition above about 50%;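 further: 0% = vehicle wells with protein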
Target sequence (O75030 whole entry, looked up): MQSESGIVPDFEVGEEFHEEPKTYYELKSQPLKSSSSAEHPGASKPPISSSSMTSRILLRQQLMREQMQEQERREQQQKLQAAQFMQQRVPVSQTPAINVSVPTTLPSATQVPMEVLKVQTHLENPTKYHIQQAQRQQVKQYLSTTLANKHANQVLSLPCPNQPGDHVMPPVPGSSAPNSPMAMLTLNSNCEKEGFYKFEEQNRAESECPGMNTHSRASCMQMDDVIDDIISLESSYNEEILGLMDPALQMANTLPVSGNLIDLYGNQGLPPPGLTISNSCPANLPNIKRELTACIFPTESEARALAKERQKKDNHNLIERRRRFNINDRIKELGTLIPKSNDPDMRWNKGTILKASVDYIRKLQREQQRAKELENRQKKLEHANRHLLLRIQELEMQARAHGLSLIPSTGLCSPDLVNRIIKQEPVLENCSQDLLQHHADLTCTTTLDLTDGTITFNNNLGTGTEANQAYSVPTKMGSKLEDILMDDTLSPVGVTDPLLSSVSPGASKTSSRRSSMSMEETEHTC
FBW7 act = human FBW7 E3 ligase activation, primary screen | Q969H0 | AID 1259310 | normalized activity (activation), % at 26.1 µM | AlphaScreen FBW7–phospho-cyclin E peptide binding, activator screen | 650,000 tested, 0.13% active; in the data active means normalized activity above about 1.9%;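 further: purified mutant Fbw7 with reduced substrate affinity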
TEAD-YAP block = TEAD-YAP interaction inhibition | inhibition, % at 9.12 µM | HEK-TIYL cells, TEAD-Gal4/YAP UAS-luciferase luminescence | 640,000 tested, 1.4% active; in the data active means inhibition above about 32%;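 further: 0% = median of test compound wells and 100% = reference inhibitor wells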
Active calls of the source: *.

mol	GPR151 ag	MITF inh	FBW7 act	TEAD-YAP block
CCCCOC(=O)C1=C(C)NC(=O)NC1c1cc(Br)c(O)c(OC)c1 (stereo not given)	-0.7	0	-0.2	0
O=C(/C=C/c1ccc(Cl)cc1)Nc1ccc(F)cc1	1.6	11	0.0	-74
CCOc1ccccc1CN1C(=O)C2C(C(=O)Nc3ccc(Cl)cc3)C3C=CC2(O3)C1C(=O)NC1CCCC(C)C1C (stereo not given)	-0.5	1	0.3	5
CCOC(=O)c1sc(NC(=O)CSc2nnc(CNC(=O)c3cccs3)n2-c2cccc(C)c2)c(C(=O)OCC)c1C	-0.1	-11	0.1	-6
O=C(C1CCCCN1S(=O)(=O)c1ccc(Cl)s1)N1CCOCC1 (stereo not given)	-0.2	14	0.2	0
O=C(NCc1ccc(F)cc1)c1ncoc1-c1cccs1	-0.7	14	0.2	-7
Cc1cccc(NC(=O)c2cc(N3C(=O)CCC3=O)ccc2Cl)n1	-0.2	7	0.0	5
Cc1ccnc2nc(C(=O)OCCOc3ccc(F)cc3)nn12	-1.9	5	0.2	-2
CCNc1cc(C)nc(NCCNS(=O)(=O)c2ccc(F)cc2F)n1	-1.1	5	-0.1	32
COc1cc(Nc2nc(C(=O)NCCN(C(C)C)C(C)C)cs2)cc(OC)c1OC	-1.2	9	0.0	-10
Cc1ccc(CNc2nc(CN3CCCCC3CO)nc3ccccc23)cc1 (stereo not given)	-0.2	-5	0.0	3
O=C(NCC1CCCO1)C(=O)NC1CCCCCC1 (stereo not given)	1.8	6	-0.1	-34
Cc1ccc(S(=O)(=O)CCN2CCN(CCO)CC2)cc1	1.6	-2	-0.3	-9
CC(=O)N(Cc1ccc([N+](=O)[O-])cc1)C(C)(C)C	-0.3	-10	0.2	4
Cc1ccc(NC(=O)C2C3C=CC4(O3)C2C(=O)N(C2CCCCC2)C4C(=O)NC2CCCCC2)cc1 (stereo not given)	-0.5	25	0.1	11
O=C(CCN1C(=O)c2ccncc2C1=O)Nc1ccc2c(c1)OCCO2	0.4	-3	0.0	0
O=C(O)c1cc(N2C(=O)C3C4C=CC(C4)C3C2=O)ccc1O (stereo not given)	-1.2	6	-0.1	2
C=CCn1c(SCC(=O)NCc2cccnc2)nc2sc3c(c2c1=O)CCCC3	-2.0	-2	0.1	9
CCC1(C)OC(=O)N(C)C1=O (stereo not given)	-1.3	3	2.1*	-6
CCC(Nc1ccc(Br)cc1)C(=O)N/N=C/c1ccccc1O (stereo not given)	2.8	-2	-0.3	24
CCOC(=O)C1=C(N)n2c(s/c(=C\c3cccc(OC)c3)c2=O)=C(C#N)C1c1cccc(OC)c1 (stereo not given)	3.4	-2	0.1	4
CCOC(=O)c1c(C)[nH]c(C)c1C(=O)COC(=O)c1ccc(Cl)nc1	0.2	-9	-0.1	-1
COc1cc(-c2nnc(SCC(=O)NCCc3ccccc3)nc2-c2cc(OC)c(OC)c(OC)c2)cc(OC)c1OC	-0.3	10	0.2	11
Cc1ccc(C(=O)c2ccc(-c3ccccc3)cc2)cc1	0.1	0	0.0	9

A run of entries from further up:
mol	GPR151 ag	MITF inh	FBW7 act	TEAD-YAP block
COc1cc(-c2nnc(SCC(=O)NCCc3ccccc3)nc2-c2cc(OC)c(OC)c(OC)c2)cc(OC)c1OC	-0.3	10	0.2	11
Cc1ccc(C(=O)c2ccc(-c3ccccc3)cc2)cc1	0.1	0	0.0	9

More compounds follow:
mol	GPR151 ag	MITF inh	FBW7 act	TEAD-YAP block
C/C(=N\Nc1ccc(S(N)(=O)=O)cc1[N+](=O)[O-])c1ccc2ccccc2c1O	-1.3	17	0.7	-2
CC(=O)c1ccc(N2CCN(C(=O)NC3CC(=O)N(c4ccc(C)cc4)C3)CC2)cc1 (stereo not given)	-0.8	12	0.4	2
O=C(O)c1cccnc1SCc1ccccn1	0.6	6	-0.2	-21
CN1CCc2c(sc(NC(=O)c3ccc(Br)s3)c2C(N)=O)C1	0.8	-3	-0.1	-20
COc1cc(C=C2C(=O)N(C)C(=O)N(C)C2=O)ccc1OCCO	0.5	1	-0.5	-3
COc1cccc(-c2noc(-c3cccc(OC)c3)n2)c1	-2.3	0	0.0	-2
COc1cccc(-c2cn[nH]c2C2CCN(Cc3ccc(C)o3)CC2)c1	-0.2	5	0.3	9
O=C(Nc1ccc(N2CCOCC2)cc1)c1cccc(Cl)c1Cl	-1.0	0	0.0	-25
CCOC(=O)C1=C(C)NC(=O)NC1c1ccc(OC)c(Br)c1 (stereo not given)	1.3	4	-0.1	0
CCN(CC)C(=O)C1CCCN(c2nc(N)c3ncn(CCN4CCCC4=O)c3n2)C1 (stereo not given)	-1.0	12	0.1	1
Cc1cc2cc(CNC(=O)COc3ccc(Cl)cc3Cl)ccc2[nH]1	2.8	1	0.2	-2
CCOC(=O)c1c(N/N=C/c2cccnc2)n[nH]c1C	-0.5	9	0.8	-10
COc1cc(/C=C2\SC(N)=NC2=O)cc(Br)c1OC	1.8	6	0.0	3
Cc1ncsc1CCCNC(=O)CC1C(=O)NCCN1Cc1ccc(F)cc1 (stereo not given)	0.9	0	0.2	9
CCOC(=O)C1=C(C)N=c2s/c(=C\c3cc(Cl)cc(Cl)c3O)c(=O)n2C1c1ccc(N(C)C)cc1 (stereo not given)	0.7	-17	0.1	-3
CN(C)CCCN(CCCN(C)C)Cc1cc([N+](=O)[O-])ccc1Cl	1.6	47	-0.1	-2
COc1ccc(-c2csc(N3N=C(C)C(N=Nc4ccc(C(N)=O)cc4)C3=O)n2)cc1 (stereo not given)	-0.5	0	-0.1	0
COc1ccc(C(=O)OCC(=O)C(C)(C)C)c(OC)c1	0.6	5	0.0	5
Cc1sc(NC(=O)Cn2cnc3ccccc3c2=O)c(C#N)c1C	0.4	16	0.1	1
COCCCn1c(C)nnc1SCc1ccc(C(C)(C)C)cc1	-1.5	10	1.4	-2
Cc1cccc(CC(=O)NCC2Cc3cccc(-c4ccncc4)c3O2)c1 (stereo not given)	1.8	-20	-0.1	2
COc1cccc(/C=N/NC(=O)COc2c(C)cccc2C)c1O	1.7	1	-0.8	15
O=C(c1ccccc1)N1CCC(N(C2CC2)S(=O)(=O)c2ccccc2)CC1	-0.2	-5	-0.2	1
CN1C(=O)C2(/C(=C(\O)c3ccc(F)cc3)C(=O)C(=O)N2CC2CCCO2)c2ccccc21 (stereo not given)	-0.2	11	0.0	3
Cc1ccc(C(=O)N2CCN=C2SCc2cccnc2)cc1C	-0.3	5	-0.1	-12
CC(Oc1ccccc1)C(=O)Nc1cc(C(=O)O)cc(C(=O)O)c1 (stereo not given)	-1.6	-36	-0.1	-9
CCCN(CCC)CC(=O)Nc1sc2c(c1C(=O)OCC)CCC(C)C2 (stereo not given)	-0.3	5	0.2	6
O=C(Nc1ccc(O)cc1C(=O)O)c1ccc2c(c1)C(=O)N(Cc1ccccc1)C2=O	-0.1	1	-0.3	-1
COCCCNC(=O)CCC(=O)Nc1ccc2nc(N3CCCCC3)cc(C)c2c1	0.2	3	-0.1	-12
COc1ccc(N2CCN(C3CCCN(Cc4ccc(OC)c(O)c4)C3)CC2)cc1 (stereo not given)	-0.5	-3	0.0	2
COc1ccccc1N/C(C)=C1\C(=O)C[C@@H]2[C@H]1C2(C)C	0.1	3	0.0	-6
CSc1nc(O)c(C(c2ccccn2)c2c(O)nc(SC)n(C)c2=O)c(=O)n1C	2.8	19	-0.8	4
O=C(CCc1ccccc1)NNc1c(F)c(F)cc(F)c1F	0.7	-5	0.0	-10
O=C(CCCC(=O)NCc1ccccc1)NCc1ccccc1	1.2	-8	0.0	4
Cc1sc2nc(SCC(=O)NCc3ccco3)n(C)c(=O)c2c1C	-2.4	12	0.4	3
Cn1c(Cc2ccccc2)nnc1SCC(=O)Nc1nc2ccccc2s1	0.7	3	0.0	6
Cc1cccc(NC(=O)CCCN2C(=S)NC(C)(C)CC2C)c1 (stereo not given)	1.4	12	0.4	-10
Nn1cnnc1N/N=C/c1ccc(-c2cccc([N+](=O)[O-])c2)o1	-0.2	-6	-0.5	2
CSc1nsc(SC)c1NC(=O)Nc1cccc(NC(C)=O)c1	-0.7	-1	0.3	11
COc1ccc2oc(=O)c(C(=O)NCC34CC5CC(CC(C5)C3)C4)cc2c1	0.3	-16	-0.1	-5
O=[N+]([O-])c1ccc(-c2noc(COc3ccc(Cl)cc3)n2)cc1	0.1	13	-0.1	0
CCC(C)[C@@H](C(=O)Nc1ccc(F)cc1)N1Cc2ccccc2C1=O (stereo not given in full)	0.1	-8	1.1	-2
CCCOc1cccc(C(=O)Nc2ccc(C(C)=O)cc2)c1	0.6	4	1.0	-81
COC(=O)/C=C1\CN(c2cccc(Cl)c2)CC(C(=O)OC)=C1C(=O)OC	0.1	2	0.0	-9
Cc1cc(Cl)ccc1NC(=O)N[C@H]1C[C@H]2C(=O)N[C@@H](CCCCN)C(=O)N2C1	-0.7	7	-0.2	18
COc1cccc(COCC(O)CN2CC3(C)CC2CC(C)(C)C3)c1 (stereo not given)	-0.7	68*	0.2	2
CCOc1cc(C)c(Cl)cc1S(=O)(=O)n1ccnc1	1.9	0	-0.1	3
CN(CCc1ccccn1)Cc1ccc(N2CC3CC(C2)c2cccc(=O)n2C3)c(NC(=O)c2ccc(C(C)(C)C)cc2)c1 (stereo not given)	-0.3	-2	0.2	-1
O=C(Cc1ccc(F)cc1)N/N=C/c1c(O)n(-c2ccccc2Cl)c(=O)c2ccccc12	-1.9	19	-0.6	60*
COc1ccc(NC(=O)N2CCCC2C(=O)Nc2ccc(C)cc2)cc1 (stereo not given)	-1.0	6	0.3	9
CC(=O)c1[nH]c(C)c(C(=O)NCCc2ccccc2)c1C	0.2	7	0.1	-35
O=C(NCCCN1CCCC1=O)c1ccc2nc(Nc3ccncn3)sc2c1	3.3	9	0.0	-2
COc1cc(COc2ccc3c(c2)C(=O)CC3)cc(OC)c1	-3.2	-14	0.1	-52
COc1cc([N+](=O)[O-])ccc1NC(=O)NNC(=O)C(C)Oc1ccc(F)cc1F (stereo not given)	1.4	22	0.9	13
Cc1sc(NC(=O)c2c(F)cccc2F)c(C#N)c1C	-0.2	-8	-0.1	-7
COC1(C(F)(F)F)NC(=O)N(c2ccccc2)C1=O (stereo not given)	-1.1	5	0.0	-11
Cc1ccc(S(=O)(=O)N2CCN(c3ccc([N+](=O)[O-])c(NCc4cccnc4)c3)CC2)cc1	-1.3	-3	-0.1	-9
C=CCn1c(=C(C#N)C#N)s/c(=C\c2ccccc2OC(F)F)c1=O	-0.1	13	0.2	-5
COc1ccc2nc(/C(C#N)=C\c3cc([N+](=O)[O-])c(OC)cc3OC)[nH]c2c1	2.1	7	0.0	8
O=S(=O)(c1ccc2c(c1)OCCO2)N1CCN(c2nc3ccccc3o2)CC1	-0.8	-7	0.1	0

Retrieved by structure from the entries so far, 3 records:
mol	GPR151 ag	MITF inh	FBW7 act	TEAD-YAP block
CCCN(CCC)CC(=O)Nc1sc2c(c1C(=O)OCC)CCC(C)C2 (stereo not given)	-0.3	5	0.2	6
O=C(CCN1C(=O)c2ccncc2C1=O)Nc1ccc2c(c1)OCCO2	0.4	-3	0.0	0
COc1cc(C=C2C(=O)N(C)C(=O)N(C)C2=O)ccc1OCCO	0.5	1	-0.5	-3

The results go on:
mol	GPR151 ag	MITF inh	FBW7 act	TEAD-YAP block
Cc1ccc(NC(=O)CN2C(=O)C3C4C=CC(C4)C3C2=O)c(Cl)c1 (stereo not given)	-0.1	13	0.2	-12
O=C(CSc1nc2ccccc2o1)NCCc1ccccc1	-0.1	-16	0.0	-3
O=C(Nc1ccc(F)cc1)c1cccc(S(=O)(=O)N2CCc3ccccc32)c1	-0.2	12	0.2	10
CSc1ncccc1C(=O)OCC(=O)Nc1ccc(C(C)=O)cc1	-0.8	-12	0.1	0
CC(C)(C)C1CCC(C(=O)O)CC1 (stereo not given)	0.8	-10	-0.1	3
COc1ccc(NC(=O)c2c(SC)nsc2SC)cc1	-0.2	21	0.2	-12
Cc1ccc(NC(=O)C(C)Sc2nc(C)cc(=O)[nH]2)cc1 (stereo not given)	-0.3	8	0.2	-3
C1CN(CC23CCC4CC(CC(C4)C2)C3)CCO1	0.6	3	-0.1	15
COc1cc(Nc2nc(SCc3ccc(F)cc3)nc3ccccc23)cc(OC)c1OC	1.4	-1	-0.2	-5
O=C(/C=C\c1ccc2c(c1)OCO2)Nc1nnc(SCC(=O)c2ccccc2)s1	-0.5	5	0.0	2
COc1ccc(-c2nsc3c(N4CCN(S(C)(=O)=O)CC4)ncnc23)cc1	0.2	13	0.1	9
COc1ccc(/C=C/C(=O)N(Cc2cccc(OC)c2)C2CCS(=O)(=O)C2)cc1 (stereo not given)	-0.6	-14	-0.1	0
N#CC1=C(N)OC2=C(C(=O)CCC2)C1c1cccnc1 (stereo not given)	-0.9	6	0.0	1
COc1ccc(NC(C)=O)cc1/C=C/C(=O)O	0.8	2	-0.1	-1

Molecules from the list above that contain a furan ring, fused or not (3):
mol	GPR151 ag	MITF inh	FBW7 act	TEAD-YAP block
COc1cccc(-c2cn[nH]c2C2CCN(Cc3ccc(C)o3)CC2)c1	-0.2	5	0.3	9
Cc1sc2nc(SCC(=O)NCc3ccco3)n(C)c(=O)c2c1C	-2.4	12	0.4	3
Nn1cnnc1N/N=C/c1ccc(-c2cccc([N+](=O)[O-])c2)o1	-0.2	-6	-0.5	2
